Screening results: PubChem BioAssay, several laboratories
CHRM5 antagonist = CHRM5 antagonism in calcium assay | CHO-hM5 cells, Fluo-8 calcium fluorescence, ACh EC80 | inhibition, % at 3 µM | 0.59% of 360,000 active;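 active = inhibition above a per-plate cutoff, the mean of that plate's test compounds plus 3 SD, cut at about 27% in these data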;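 also: 0% = acetylcholine EC80 with DMSO and 100% = DMSO without agonist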
M5 PAM = potentiates acetylcholine response at human M5 receptor. P08912. CHO-K1 hM5, Fluo-8 calcium, ACh EC20 PAM; 0% = ACh EC20, 100% = ACh EC100. activation, % at 3 µM. 0.3% of 360,000 active. AID 624038;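 active = activation above the run cutoff, the mean activation of all test compounds plus 3 SD, cut at about 18% in these data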
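System – CHO-K1 hM5 cells · Compound – 3 µM, single dose · Incubation – compound preincubation 140 s before EC20 acetylcholine addition · Technique – Fluo-8 calcium fluorescence · Measure – Max/basal fluorescence ratio as % of EC20–EC100 ACh window · Benchmarks – low control EC20 acetylcholine (0%), high control EC100 acetylcholine (100%) · Replication – singlicate, one well per test compound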
CHRM4 antagonist = antagonists of human muscarinic M4 receptor (CHRM4) | P08173 | CHO-hM4 cells, ACh EC80, Fluo-8 calcium fluorescence | inhibition, % at 3 µM | 0.73% of 360,000 active;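 active = inhibition above its plate's cutoff, the mean inhibition of sample wells plus 3 SD, cut at about 27% in these data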;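 also: 0% = acetylcholine EC80 with DMSO and 100% = DMSO without agonist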
Target sequence (P08173 whole entry, looked up): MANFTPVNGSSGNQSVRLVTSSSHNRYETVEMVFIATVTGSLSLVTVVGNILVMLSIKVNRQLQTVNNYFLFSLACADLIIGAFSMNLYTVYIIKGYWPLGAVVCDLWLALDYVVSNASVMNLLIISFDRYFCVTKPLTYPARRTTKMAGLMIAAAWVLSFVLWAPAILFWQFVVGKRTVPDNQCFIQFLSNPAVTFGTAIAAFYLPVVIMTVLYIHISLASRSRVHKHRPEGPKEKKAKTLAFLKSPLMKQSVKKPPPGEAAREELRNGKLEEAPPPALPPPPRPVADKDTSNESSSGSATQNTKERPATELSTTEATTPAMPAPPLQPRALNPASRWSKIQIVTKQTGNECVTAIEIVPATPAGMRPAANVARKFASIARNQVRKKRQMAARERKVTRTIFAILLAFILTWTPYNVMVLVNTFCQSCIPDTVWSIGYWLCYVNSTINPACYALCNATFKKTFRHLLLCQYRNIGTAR
CHRM4 agonist = CHRM4 agonism in calcium assay | P08173 | CHO-K1 hM4/Gqi5, Fluo-8 calcium fluorescence; vehicle 0%, full acetylcholine response 100% | activation, % at 3 µM | 0.14% of 360,000 active | AID 624127;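 active = activation above the run mean over all test wells plus 3 SD, cut at about 32% in these data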;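 also: peak over basal fluorescence ratio per well then scaled between controls; 0% = DMSO wells and 100% = acetylcholine at EC100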
CRFBP-R2 agonist = CRF-BP/CRF-R2 complex agonism; HEK293 CRF-R2/CRF-BP, calcium dye fluorescence (FLIPR); percent of saturating CRF peptide response; activation, % at 13.2 µM; 0.46% of 350,000 active; AID 588473;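 active = activation of at least 50%, plus an integration ratio under a set limit after plate pattern correction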;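 also: plate controls were neutral control wells without compound for no effect and CRF at EC100 for full effect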
IDE inh = inhibits human insulin-degrading enzyme in HEK cells; P14735; FAbetaB cleavage, fluorescence polarization; inhibition, % at 5.59 µM; 0.41% of 320,000 active; AID 434962;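 active = percent inhibition above the average of all tested compounds plus 3 SD, set per screening campaign, cut at about 16% in these data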;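 also: IDE supplied by intact live HEK cells; FP after avidin binding of uncleaved biotin substrate so inhibition keeps polarization high; 0% = DMSO wells and 100% = 60 µM reference IDE inhibitor Ii1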
CRFR2-BP antag = CRF-BP/CRF-R2 complex antagonism. inhibition, % at 11.8 µM. 0.59% of 350,000 active. AID 588475. HEK293 CRF-R2/CRF-BP, CRF-induced calcium fluorescence;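 active = inhibition of the ligand-induced calcium signal above about 50% at the single tested concentration, limit read from the data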
M5 ag = agonists of human muscarinic M5 receptor (CHRM5); P08912; CHO-K1 hM5 cells, Fluo-8 calcium fluorescence; 0% DMSO wells, 100% maximal acetylcholine response; activation, % at 3 µM; 0.19% of 360,000 active; AID 624037;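 active = activation above the run's mean over test compounds plus 3 SD, cut at about 23% in these data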;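 also: signal is peak over basal fluorescence ratio across the kinetic read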
M4 PAM = potentiates acetylcholine response at human M4 receptor; activation, % at 3 µM; 0.4% of 360,000 active; CHO-K1 hM4/Gqi5, Fluo-8 calcium fluorescence, ACh EC20; 0% = ACh EC20, 100% = maximal ACh; P08173;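 active = activation above its plate's cutoff, the mean activation of sample wells plus 3 SD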; also: some results filed as inactive read as strong as hits
Numbers without * were called inactive; x = no result given.

CHRM5 antagonist	M5 PAM	CHRM4 antagonist	CHRM4 agonist	CRFBP-R2 agonist	IDE inh	CRFR2-BP antag	M5 ag	M4 PAM	smiles
5	-17	-18	4	25	6	39	-1	9	Cc1ccc(Nc2nc3nonc3[nH]c2=O)cc1Cl
0	4	-6	1	2.0	-4	2	-6	3	CCn1ncc(CN2CCCC(CNC(=O)c3ccc(F)cc3)C2)c1C (stereo unspecified)
-7	7	1	2	1.2	0	-6	1	10	Nc1cc(=O)[nH]n1C1CCCC1
18	-11	2	10	0.1	-3	2	3	-2	CS(=O)(=O)c1ccc(Cl)c(NC(=O)CN2CCCC2c2ccc3c(c2)OCCCO3)c1 (stereo unspecified)
-3	9	-5	0	-0.6	0	-8	5	-5	COc1cc(/C=N/Nc2nc(=O)[nH]nc2C)ccc1O
-2	8	3	0	-0.9	0	-13	1	4	Cc1ccc(C(=O)Nc2ccon2)cc1S(=O)(=O)N1CCCCCC1
8	-1	6	0	1.6	3	5	-2	-4	CN(C)S(=O)(=O)N1CCN(S(=O)(=O)c2ccccc2)CC1
-5	-2	-3	3	x	x	x	3	-3	COc1ccccc1-c1cnc(C(O)c2ccc(Cl)cc2)[nH]1 (stereo unspecified)
1	-5	-4	2	-0.1	0	10	1	0	CN(CC(=O)Nc1ccc2c(c1)OCO2)CC(=O)Nc1ccc(F)c(F)c1F
-5	1	1	1	-0.5	6	18	0	4	COc1ccc(-c2nnc(SCC(=O)Nc3ccc(C)cc3)n2C)cc1
3	-3	-7	5	-4.4	4	18	-2	-5	COC(=O)c1c(-c2cccs2)csc1NC(=O)c1cccnc1
1	4	-2	2	1.8	22*	-4	3	6	O=C(Nc1ccc(Cl)cc1)N1CCN(c2ccc3nnc(-c4ccc(F)cc4)n3n2)CC1
6	2	-1	4	2.5	4	7	0	-4	CC1(C)Cc2c(sc3c2c(N)nc(=S)n3Cc2ccc(Br)cc2)CO1
8	-2	7	1	-1.0	3	-6	1	-7	CCC(Oc1ccccc1OC)C(=O)N1CC(=O)Nc2ccccc21 (stereo unspecified)
-9	9	-4	0	-0.8	1	25	4	-14	Cc1ccc(NC(=O)Cn2cnc3cc([N+](=O)[O-])ccc3c2=O)cc1
4	1	-4	2	1.1	-2	1	-3	-9	O=S(=O)(NCC(c1cccnc1)N1CCc2ccccc2C1)c1ccccc1 (stereo unspecified)
-3	1	9	0	-0.3	-10	12	1	5	O=C(COC(=O)C(O)c1ccccc1)NC12CC3CC(CC(C3)C1)C2 (stereo unspecified)
13	0	7	0	1.1	0	1	-2	-6	O=C(COc1ccc(S(=O)(=O)N2CCCCC2)cc1)N1CCCC1
10	-8	8	1	3.2	2	-3	-1	-6	CC(=O)N1N=C(c2ccc(Cl)cc2)CC1c1ccc([N+](=O)[O-])cc1 (stereo unspecified)
8	-6	-8	9	-0.6	8	-2	4	11	COc1ccccc1N1CCN(S(=O)(=O)CCNC(=O)C2CCCC2)CC1
17	-3	0	1	0.7	1	-12	1	-6	COc1ccc(CCN(C)C(=O)CNC(=O)c2ccccc2F)cc1OC
-8	4	1	4	-0.6	-3	5	-1	3	O=C(CNC(=O)C1COc2ccccc2O1)N/N=C/c1ccc([N+](=O)[O-])cc1 (stereo unspecified)
-3	-6	-8	0	0.5	1	0	-10	7	Cc1ccc(CONS(=O)(=O)c2cc(C)ccc2C)cc1
-9	7	-1	1	-3.4	5	11	-2	3	NC(=O)c1ccccc1NS(=O)(=O)c1cccs1
1	5	0	0	-2.3	0	10	-1	5	O=C(O)CCS(=O)(=O)c1cc(Br)cc2c1N(C(=O)C1CC1)CC2
0	-2	1	1	-0.3	-4	1	0	0	CCOc1ccc(C(=O)Nc2nnc(S(=O)(=O)N3CCCCC3)s2)cc1
-2	0	0	0	x	x	x	2	-2	O=C1Nc2cnc(Cl)nc2Nc2ccccc21
2	-2	2	0	0.6	8	3	0	-2	O=C(Oc1ccc2c(c1)OCO2)c1ccc(F)cc1Cl
-1	-2	-13	0	-1.0	x	1	0	2	O=C1[C@@H](Oc2ccccc2)[C@@H](c2ccncc2)N1c1ccncc1
-4	1	6	2	-0.5	3	14	3	11	O=C1NCCN1Cc1ccccc1F

Copied from above (3 entries):
CHRM5 antagonist	M5 PAM	CHRM4 antagonist	CHRM4 agonist	CRFBP-R2 agonist	IDE inh	CRFR2-BP antag	M5 ag	M4 PAM	smiles
17	-3	0	1	0.7	1	-12	1	-6	COc1ccc(CCN(C)C(=O)CNC(=O)c2ccccc2F)cc1OC
-8	4	1	4	-0.6	-3	5	-1	3	O=C(CNC(=O)C1COc2ccccc2O1)N/N=C/c1ccc([N+](=O)[O-])cc1 (stereo unspecified)
-3	-6	-8	0	0.5	1	0	-10	7	Cc1ccc(CONS(=O)(=O)c2cc(C)ccc2C)cc1

Following part:
CHRM5 antagonist	M5 PAM	CHRM4 antagonist	CHRM4 agonist	CRFBP-R2 agonist	IDE inh	CRFR2-BP antag	M5 ag	M4 PAM	smiles
10	-11	5	2	2.5	0	-7	-5	-15	Cc1ccc(C)c(N(CC(=O)Nc2cc(Cl)ccc2Oc2ccccc2)S(C)(=O)=O)c1
3	0	-8	1	-0.3	-4	1	-3	9	COC(=O)c1cc(Oc2ccc(S(=O)(=O)N3CCOCC3)cc2[N+](=O)[O-])cc(C(=O)OC)c1
-1	-3	-14	4	-1.1	-5	-12	-5	3	Cc1ccc2sc(N(CCCN(C)C)C(=O)c3ccc(S(=O)(=O)N4CCc5ccccc5C4)cc3)nc2c1C
-4	-2	2	2	2.2	3	-18	2	-5	CCCCCCNC(=O)c1cc(-c2ccco2)nc2ccccc12
18	-13	15	10	2.0	1	-6	2	-3	CC(C)(C)OC(=O)NCc1ccc(NC(=O)c2nc[nH]c2C(=O)N[C@@H](Cc2ccccc2)C(=O)OCc2ccccc2)cc1
-5	1	-9	1	-1.4	2	-5	-3	-2	CCc1nnc(NC(=O)C2CCN(C(=O)c3ccco3)CC2)s1
-3	10	7	2	126*	4	-141	-2	-5	COC(=O)c1c(C)[nH]c(O)c1C=Nc1ccc(C(C)C)cc1
-4	1	3	0	2.8	6	-11	0	8	Cc1ccc(NC(=O)Cc2ccc([N+](=O)[O-])cc2)c(Br)c1
9	-3	6	10	x	x	x	2	0	CCCCC[C@@H](C)N1C[C@H](COCc2ccccc2)Oc2cc(N3CC[C@H](N(C)C)C3)ccc2S1(=O)=O
6	-4	-9	-2	2.1	3	25	0	11	CCCCCc1c2c(cc(O)c1C(=O)O)OC(=O)c1cc(C(=O)CCCC)c(OC)cc1O2
-13	11	-18	2	-1.4	3	7	-7	10	O=C(c1cccnc1NCc1ccccc1)N1CCOCC1
-6	6	-9	1	x	x	x	1	16	COc1ccc(Cn2cc(CN3CCOCC3)nn2)cc1
4	2	8	1	0.0	2	14	-2	6	COc1ccc(NC(=S)N2CCC(NC(=O)c3ccccc3C)CC2)cc1
2	0	-10	0	1.6	1	3	0	4	CCOC(=O)c1csc(NC(=O)C(C)(C)C)n1
-5	1	-8	5	0.4	x	47	-1	0	CCC1NC(=O)c2cc3ccccc3cc2-n2c1nc1cc(OC)c(OC)cc1c2=O (stereo unspecified)
12	1	-14	0	0.7	4	-2	1	7	CC1CCc2c(sc(NC(=O)c3cccn3C)c2C(N)=O)C1 (stereo unspecified)
12	-1	-7	1	-0.1	-1	8	0	1	O=C(OCCOc1ccccc1F)c1cccc(S(=O)(=O)N2CCOCC2)c1
2	13	-2	0	1.3	-3	-4	-3	0	NCc1cccc(CNc2ccc([N+](=O)[O-])cc2C(N)=O)c1
-1	0	0	3	-0.3	1	-3	3	0	Cc1ccccc1CS(=O)(=O)Cc1ccc(C(=O)NCc2ccccn2)o1
6	8	-12	1	-2.8	8	-4	4	-3	COc1cccc2c1C(=O)CC1C2CCC2CC(=O)CCC21C (stereo unspecified)
4	0	-5	-1	1.3	0	2	-3	1	O=C(NC1CCCCCCC1)c1cccs1
8	-11	-10	7	-0.1	0	12	1	3	COc1ccc(-c2cc(-c3n[nH]c(=S)n3-c3ccccc3Cl)[nH]n2)cc1
3	2	0	2	0.8	6	2	-1	10	COc1ccc(N2CCN(C(=O)Cn3cnc4c(cnn4-c4ccc(C)cc4)c3=O)CC2)cc1
-7	2	-12	1	0.0	-4	18	-1	8	COc1cc(NS(=O)(=O)c2ccc(NC(=S)Nc3ccccc3)cc2)nc(OC)n1
1	-4	2	1	-1.2	4	27	3	2	CCNC(=O)CSc1nc2ccccc2c(=O)n1CCCOC(C)C
10	-5	20	18	1.0	0	-42	32*	-5	CC(=O)Nc1ccc(/C(C)=N/Nc2nc(Nc3cccc4ccccc34)nc(N3CCOCC3)n2)cc1
-3	2	-10	1	-1.5	x	13	-3	9	CC(=O)c1cccc(NS(=O)(=O)N2CCOCC2)c1
1	-2	-1	0	0.1	0	-1	0	-3	Cn1c(=O)c2[nH]c(N3CCCCC3)nc2n(C)c1=O
7	8	-7	1	-0.6	10	-3	2	2	CCn1c(SCC(=O)N2CCCCCC2)nc2ccccc2c1=O
-5	0	-20	2	-1.9	-2	-12	-3	3	O=C1C(Cc2ccc(O)cc2)NC(=S)N1c1ccccc1 (stereo unspecified)
1	1	-6	1	-0.6	4	2	-1	16	CCNc1nc(NCC)nc(-n2nc(C)cc2C)n1
-2	0	4	1	-1.3	5	14	2	-5	COc1ccc(CN2CCN(S(=O)(=O)c3ccc(F)cc3)CC2)cc1OC
-9	6	0	8	-0.9	6	6	4	-1	O=C(c1ccc(S(=O)(=O)N2CCc3ccccc3C2)cc1)N1CCCCC1
